High-throughput results from PubChem BioAssay.
mcGAS inh = inhibitors of mouse cGAS. recombinant cGAS, Kinase-Glo ATP depletion luminescence. 160,000 tested, 0.15% active. inhibition, % at 12.5 µM;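 also: 0% = negative control wells and 100% = reference inhibitor with no enzyme activity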
NPYLR7 agonist = mosquito NPYLR7 agonism. HEK293T NPYLR7/Galpha15, GCaMP6s calcium fluorescence. activation, % at 10 µM. 270,000 tested, 0.15% active. AID 1259423; in the data active = activation above about 40%;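 also: 0% = vehicle and 100% = reference agonist at the receptor; some compounds past the cut are filed as inactive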
hcGAS inh = human cGAS inhibition; AID 1259398; inhibition, % at 12.5 µM; 290,000 tested, 0.081% active; recombinant h-cGAS, ATP depletion, Kinase-Glo luminescence;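 also: 0% = vehicle reaction and 100% = reaction without DNA for no activity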
Target sequence (Q8N884 whole entry, looked up): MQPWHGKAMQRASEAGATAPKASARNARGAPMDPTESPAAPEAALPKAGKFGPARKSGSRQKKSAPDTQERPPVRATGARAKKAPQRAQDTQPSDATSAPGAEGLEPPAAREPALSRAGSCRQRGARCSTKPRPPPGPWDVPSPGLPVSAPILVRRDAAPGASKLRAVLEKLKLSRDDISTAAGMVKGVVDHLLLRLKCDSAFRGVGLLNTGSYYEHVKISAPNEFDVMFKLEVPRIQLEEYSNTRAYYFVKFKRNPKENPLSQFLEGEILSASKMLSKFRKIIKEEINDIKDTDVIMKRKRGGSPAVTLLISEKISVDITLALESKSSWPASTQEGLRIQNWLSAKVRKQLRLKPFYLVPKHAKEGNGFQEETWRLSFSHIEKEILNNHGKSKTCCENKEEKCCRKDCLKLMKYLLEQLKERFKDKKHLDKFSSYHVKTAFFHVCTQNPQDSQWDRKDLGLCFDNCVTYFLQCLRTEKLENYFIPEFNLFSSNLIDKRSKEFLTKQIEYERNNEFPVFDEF
The depositor's hits bear a star; / = no result given; & = joins results of further samples. Rule as the data show it, unless noted: active = inhibition above about 40%; inactive = the rest.

The line under a structure holds: hcGAS inh, mcGAS inh, NPYLR7 agonist
COCCCN(CC(=O)N(CCc1ccc(OC)c(OC)c1)Cc1cccs1)C(=O)C1C[C@H]1c1ccccc1 (some centres undefined)
 : 1, 1, -14
CC1CN(C(=O)CN2CCc3sccc3C2c2cccc(F)c2)CCN1C(=O)CCC1CCCC1 (centres undefined)
 : -2, -4, 12
COCc1nc2ccc(C)cc2c2c1C(=O)N(CC1COc3ccccc3O1)C2=O (centres undefined)
 : -11, -2, -8
Cc1ccc(CN2CCN(N=Cc3cccc4ccccc34)CC2)c(C)c1
 : -8, -5, -2
CC(C)N(CC(=O)Nc1nc(CC(=O)NCc2ccccn2)cs1)C(=O)c1ccc(Cl)cc1
 : -1, 2, -8
O=S(=O)(Nc1ccc(F)c(F)c1F)c1ccc(Cl)c2ncccc12
 : -3, /, 5
CCOC(=O)Cn1cnc2c(nnn2Cc2ccccc2F)c1=O
 : -6, /, 7
Cn1c(Cl)cnc1COC(=O)C1=Cc2cc(Cl)ccc2OC1
 : -3, /, 11
CC1(C)CC(CN2CCC(CCC(=O)NCc3cccc(Cl)c3)CC2)CCO1 (centres undefined)
 : -11, /, 5
Cc1ccc2nnc(-c3ccccc3C(=O)O)n2n1
 : -7, -18, -8
Cc1c(C(C)NC(=O)N2CCC(C(N)=O)CC2)sc2ccccc12 (centres undefined)
 : -9, /, -3
COc1ccc(N2C(=O)CSC2c2cccc(NC(=O)c3cccc(F)c3)c2)cc1 (centres undefined)
 : -5, -4, -6
Cc1ccc(-c2c(C)oc(C)c2C(=O)N[C@@H]2C[C@H]3CC[C@@H]2C3)cc1
 : -6, -4, 1
CCOc1ccc(C(=O)NC2(c3ccccc3)CCC2)cn1
 : -18, -10, 0
Cc1cnc(CNC(=O)c2cccc(NCc3ccccn3)c2C)cn1
 : 1, /, -9
Cc1ccc2nc(NC(=O)CSc3nc(=O)n(CCN4CCOCC4)c4c3CCCC4)sc2c1
 : -9, -8, -3
CCc1ccc(NC2=NC(c3cccnc3)n3c(nc(C)cc3=O)N2)cc1 (centres undefined)
 : -2, /, 35
O=C(CN1CCSC1=O)Nc1c(-c2ccccc2)nc2sccn12
 : -6, /, 9
CN(CCC#N)C(=O)CN(CC(O)c1ccccc1)CC(C)(C)C (centres undefined)
 : -6, -10, 5
O=C(c1nc2sccn2c1CN1CC(O)C1)N1CCCCC1
 : -5, /, 23
O=C1NC2(CCN(C(=O)c3cccc(Br)c3)CC2)Nc2cccc(Cl)c21
 : -10, -5, 0
c1ccc(CNc2ncc(CN3CCCN4CCC[C@H]4C3)cn2)cc1
 : -2, -12, 10
Cc1cc(C)nc(CCNC(=O)c2ccc3nc(Cc4cccc(Cl)c4)oc3c2)n1
 : -10, -11, 16
CCCOc1ccc2nc(NC(=O)OC)sc2c1
 : -8, /, -19
CCCC(NC(=O)c1ccc2c(c1)nnn2C)c1cccs1 (centres undefined)
 : -5, /, 8
CCCOc1cccn2c(N(C)C(=O)C3CC3)c(CC)nc12
 : -5, -4, -1
CCOc1nc(-c2ccc(F)cc2)n(-c2cccc(NC(=O)c3ccc([N+](=O)[O-])cc3)c2)n1
 : -3, -9, 30
COc1ccc(S(=O)(=O)N2CCCC(C)C2)cc1N1CCN(C(=O)c2ccc(C#N)cc2)CC1 (centres undefined)
 : -6, -9, 4
CCc1cc2cccnc2n1S(=O)(=O)c1ccccc1
 : -3, /, 5
COc1ccc(C)cc1N1C(=O)CSC1c1cccc(NC(=O)Nc2ccc(F)cc2F)c1 (centres undefined)
 : -4, -5, 19

Molecules from the list above containing a cyano group, in the order listed:
The line under a structure holds: hcGAS inh, mcGAS inh, NPYLR7 agonist
CN(CCC#N)C(=O)CN(CC(O)c1ccccc1)CC(C)(C)C (centres undefined)
 : -6, -10, 5
COc1ccc(S(=O)(=O)N2CCCC(C)C2)cc1N1CCN(C(=O)c2ccc(C#N)cc2)CC1 (centres undefined)
 : -6, -9, 4

The results go on.
The line under a structure holds: hcGAS inh, mcGAS inh, NPYLR7 agonist
O=C(c1ccc(Cl)c(Cl)c1)N1CCCC(OCc2ccc(Br)cc2)C1 (centres undefined)
 : 0, /, -4
CCCCC(=O)Nc1nnc(SCc2ccc(OC)cc2)s1
 : -7, -7, -4
CCn1c(N2CCN(Cc3ccccc3)CC2)nc2c1c(=O)[nH]c(=O)n2C
 : 6, /, -4
O=S(=O)(c1ccccc1N1CCC(c2nncn2C2CC2)CC1)C(F)(F)F
 : 5, /, 2
Cc1ccc(NC2SC(=O)N(CC(C)C)C2=O)c(C)c1 (centres undefined)
 : -2, /, 15
COc1ccc(CCN2CC(NC(=O)NC3CCCCC3)CC2=O)cc1 (centres undefined)
 : -2, /, 3
CCOP(=O)(OCC)C(Nc1ccccc1)c1ccccc1F (centres undefined)
 : -5, -4, -7
Cc1ccc2nc(-c3ccccc3NC(=O)c3ccco3)oc2c1
 : -7, -13, /
COc1ccc(OC)c(C2c3cccn3-c3ccccc3N2C(=O)CN(C(=O)Nc2ccc(F)cc2F)C2CC2)c1 (centres undefined)
 : -10, -5, 1
Cc1cc(C)n(CCN(C(=O)c2ccco2)c2nc3c(F)cc(F)cc3s2)n1
 : -6, -12, -17
Cc1nc2c(=O)n(CC(=O)c3ccccc3)nc(-c3ccco3)c2s1
 : 3, -8, 1
Cc1nc(C)c(C(=O)NCCn2ncc3c(N4CCCC4)ncnc32)s1
 : -3, -7, 4
CCC1CN(Cc2nc(C)n3ccccc23)CCN1C(C)C (centres undefined)
 : -6, -11, 14
COc1ccc(Cl)cc1NC(=O)NCCn1ncccc1=O
 : 1, -9, -10
CC(O)Cn1ccnc1-c1ccc2cccc(F)c2n1 (centres undefined)
 : -9, -14, 6
Cc1ccccc1CCNC(=O)COn1nnc2ccc(Cl)cc21
 : -6, /, -1
O=S(=O)(c1cc(Cl)ccc1Cl)n1nnc2ccccc21
 : 0, -3, 15
Oc1ccccc1-c1nncn1-c1ccccc1
 : 2, /, -5
COc1ccc(OCC2CCCN(C(=O)c3cn(C4CCCCC4)nn3)C2)cc1 (centres undefined)
 : -3, /, 5
O=C1NCCCCC1SC1=N/C(=C\c2ccccc2)C(=O)N1c1ccc(F)cc1 (centres undefined)
 : -4, /, 3
Cc1cc(C)cc(OCC(=O)N2CCC(C(=O)Nc3ccc4c(c3)OCO4)CC2)c1
 : -4, -5, -1
CCCC(=O)NNC(=O)c1cc(C)[nH]n1
 : -3, /, 1
O=C(NC1CCCCC1)C1CCc2nc(N3CCCCC3)ncc2C1 (centres undefined)
 : -13, -7, /
CCc1nc2ccc(C(=O)N3CCN(C(C)=O)CC3)cn2c1N(C)Cc1ccc(Cl)cc1
 : 1, -2, -1
CNC(=O)Cc1ccccc1NS(=O)(=O)c1ccc(Br)cc1
 : 1, /, -2
Cc1sc(-n2c(C)ccc2C)c(C(=O)NCC2CCCO2)c1C (centres undefined)
 : 6, /, -2
Nc1sc2c(c1-c1nc3ccccc3s1)CCCC2
 : -3, -5, 3
CCOc1ccc(CCNC(=O)c2nnn(CC(=O)Nc3cc(C)cc(C)c3)c2N)cc1OCC
 : -4, -7, -5
Cc1ccc(-n2c(SCc3ccc(Br)cc3)nnc2-c2ccccc2F)cc1
 : 0, -5, /
O=C1c2ccc(-c3nc4ccccc4c(=O)o3)cc2C(=O)N1c1ccccc1-c1ccccc1
 : -1, -3, -3

Next section; it opens with the 3 that closed the last part.
The line under a structure holds: hcGAS inh, mcGAS inh, NPYLR7 agonist
CCOc1ccc(CCNC(=O)c2nnn(CC(=O)Nc3cc(C)cc(C)c3)c2N)cc1OCC
 : -4, -7, -5
Cc1ccc(-n2c(SCc3ccc(Br)cc3)nnc2-c2ccccc2F)cc1
 : 0, -5, /
O=C1c2ccc(-c3nc4ccccc4c(=O)o3)cc2C(=O)N1c1ccccc1-c1ccccc1
 : -1, -3, -3
C=CCNC(=O)COC(=O)C1C(C(=O)OCC)=C(C)NC(C)=C1C(=O)OCC
 : -8, -4, -1
COc1cccc(C2CC(c3cccc(C)c3)=NN2C(=O)CN2CCc3ccccc3C2)c1 (centres undefined)
 : -6, -6, 23
COc1cccc(CC2=NOC(C(=O)NCc3cccc(F)c3F)C2)c1 (centres undefined)
 : -6, -12, 19
COCC(C)NC(=O)c1cc(-c2ccc(OC)cc2)nc2c1c(C)nn2C1CCS(=O)(=O)C1 (centres undefined)
 : -3, -8, 1
Cc1cc(C(F)(F)F)nn1CC(=O)NCCCn1ccnc1
 : 0, 1, 1
Cc1noc(-c2ccncc2)c1C(=O)NCc1cccs1
 : 2, 0, -3
O=C(CSCc1ccco1)c1ccccc1Cl
 : -5, /, 6
O=c1oc2ccc(Cl)cc2cc1-c1nnc(-c2ccc([N+](=O)[O-])cc2)o1
 : 0, -8, -5
CC(NS(=O)(=O)c1cc(Cl)cc(Cl)c1)c1ccc(-n2ccnc2)cc1 (centres undefined)
 : -3, -7, 2
O=C(c1ccc(-c2ccn[nH]2)cc1)N1C[C@H]2C[C@H](O)[C@@H](O)C[C@H]2C1
 : -7, -14, 7
COCC(NC(=O)c1sc(C)nc1C)c1ccnn1C (centres undefined)
 : -3, /, 9
COCCN1C(=O)CC(CC(=O)N2CCCC(c3nc4ccccc4[nH]3)C2)(c2ccccc2F)C1=O (centres undefined)
 : -9, -11, 18
Cc1ccc(-n2ncc3c(=O)n(NC(=O)c4ccc(Br)o4)cnc32)cc1C
 : -2, /, 6
CCn1c(SCC(=O)N2CC(=O)Nc3ccccc32)nc2ccccc21
 : 4, /, -5
CCCCS(=O)(=O)N1CCN(c2c(CC(=O)OCC)c(C)nc3ncnn23)CC1
 : 5, 0, -2
OCc1ccc(CN(Cc2ccsc2)Cc2ccco2)o1
 : -7, -10, 2
CCc1ccc(CN2CCN(c3nc4ccccc4n3CCO)CC2)nc1
 : 3, -1, -3
Cc1c(C(=O)NCCN2CCCC(O)C2)oc2c(F)cccc12 (centres undefined)
 : -10, /, 13
CN(C)c1ccc(NC(=O)N2CCOC(c3ccc(Cl)cc3)C2)cc1 (centres undefined)
 : -3, -12, /
COc1ccc(CN(CC(O)COc2ccc(Cl)cc2)CC2CCCO2)cc1OC (centres undefined)
 : -3, -8, 5
Cc1ccc(C(C)CCN2CCC(n3nccc3NC(=O)Cc3ccccc3)CC2)o1 (centres undefined)
 : -8, /, 8
COc1ccc(S(=O)(=O)N2CCN(c3nc(-c4cccc(F)c4)nc(C)c3Cc3ccccc3)CC2)cc1
 : -8, -7, /
CC(C)CN1CCC(C(=O)N(C)C(c2ccc(F)cc2)c2ccccn2)CC1 (centres undefined)
 : -3, -4, 4
C=CCNC(=O)N1[C@@H](c2ccccc2)[C@@H](C(=O)NC)C[C@]12CCCCN(CCOC)C2=O
 : 5, 0, -1
COc1ccc(-c2noc(-c3cccn(CC(=O)NCc4ccccc4Cl)c3=O)n2)cc1OC
 : -7, -8, /
N#Cc1ccccc1CN1CCC(Oc2ccccn2)CC1
 : 4, /, -4
O=S1(=O)CCC(NCc2cc(Cl)ccc2OCc2cccnc2)C1 (centres undefined)
 : -8, /, 5
COc1cccc(-n2nnc3c(=O)n(CC(=O)N4CCc5ccccc54)cnc32)c1
 : 0, /, 9
c1ccc(Cc2nc(C3CCCN(Cc4ccco4)C3)n[nH]2)cc1 (centres undefined)
 : -1&-3, /, 1&3
CCOC(=O)c1ccc(NC(C)c2ccc3c(c2)CCC(=O)N3)nc1 (centres undefined)
 : -5, -17, 16
CC(CNC(=O)NC1CCCC(C(F)(F)F)C1)N1CCc2ccccc2C1 (centres undefined)
 : 1, -3, 0
CC1CN2C(=O)CN(C(=O)Nc3cccc(C(F)(F)F)c3F)CC2c2ccccc21 (centres undefined)
 : -8, -10, 0
CN1N=C(C(=O)OCc2cccc(C(F)(F)F)c2)CCC1=O
 : -5, /, 0
Cc1c(Cl)c(C(=O)N2CCC(O)(CN(C)C)C2)nn1C (centres undefined)
 : 4, /, 4
CC(C)NC(=O)NCc1ccc(NC(=O)c2cc(C(F)(F)F)cc(C(F)(F)F)c2)cc1
 : -4, -2, 0
COc1ccc(-c2noc(-c3cccn(CC(=O)Nc4ccc(C)cc4)c3=O)n2)cc1OC
 : -4, -6, /
OCCN1CCN(Cc2nc3c(F)cccc3[nH]2)CC1
 : -6, /, 1
CCCc1ccccc1N1C(=O)CSC1c1cccc(NC(=O)c2ccco2)c1 (centres undefined)
 : -3, -4, 1
CCNC(=O)C1(C)CCN(Cc2cccc3ccccc23)C1 (centres undefined)
 : -14, /, 0
NC(N)=NN=CC(Cl)=Cc1ccccc1
 : -3, -7, 12
Cc1nn(-c2ccc(F)cc2)c(C)c1CN1CCCC(N2CCOCC2)C1 (centres undefined)
 : -12, /, 21
Cc1nn(CC(=O)N2CCC(C)CC2)c(=O)c(C#N)c1C
 : -6, /, 8
Cc1c(C)n2c3c(=O)n(Cc4ccccc4)c(=O)n(C)c3nc2n1C1CCCC1
 : -4, -8, 9
CCc1c(C)sc(NC(=S)Nc2cnn(CC)c2C(N)=O)c1C(=O)OC
 : -2, /, -10

Record cards, as listed above:
Cc1nn(-c2ccc(F)cc2)c(C)c1CN1CCCC(N2CCOCC2)C1 (centres undefined) in the list: hcGAS inh: -12; mcGAS inh: /; NPYLR7 agonist: 21
Cc1c(Cl)c(C(=O)N2CCC(O)(CN(C)C)C2)nn1C (centres undefined) in the list: hcGAS inh: 4; mcGAS inh: /; NPYLR7 agonist: 4
